Jurkat NFkB inh – inhibitors of induced NF-kB luciferase reporter, primary screen, TCR NF-kB activation inhibitor project, cell-based, luminescence, uHTS; Jurkat, PMA/ionomycin-induced NF-kB luciferase reporter; inhibition, % at 4 µM; hit rate 0.53% among 330,000; AID 435003, 2010
Gli-Sufu antag – Gli-Sufu pathway antagonists, primary screen, luciferase luminescence, Sufu-KO-LIGHT cells, uHTS | AID 588413, 2011 | Sufu-KO-LIGHT fibroblasts, Gli luciferase reporter luminescence | hit rate 0.74% among 340,000 | inhibition, % at 5 µM;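 active means inhibition above about 55%, limit read from the data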;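 further: 0% = DMSO-treated cells and 100% = wells with medium but no cells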
Apaf1 inhib – inhibitors of human Apaf-1 apoptosome, primary screen, biochemical, DEVD-Rh110 fluorescence, uHTS; Apoptotic protease-activating factor 1 (Homo sapiens), O14727; inhibition, % at 20 µM; reconstituted apoptosome caspase-3 activity; hit rate 0.71% among 330,000; AID 489030, 2010; active means inhibition of at least 40% at 20 µM;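 further: plate controls were DMSO wells for no effect and DEVD-CHO caspase inhibitor wells for full effect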
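detection = Rh110 fluorescence intensity | test system = biochemical Apaf-1 apoptosome reconstitution | also added = cytochrome c and DEVD-Rh110 substrate | schedule = 30 min plus 50 min, RT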
697 NFkB inh – inhibitors of PMA/ionomycin-induced NF-kB reporter, 697 cells, primary screen, B-cell NF-kB inhibitor project, cell-based, luminescence, uHTS. 697 B-cell NF-kB luciferase reporter, 16 h. inhibition, % at 4 µM. hit rate 0.33% among 330,000; in the data active means inhibition above about 35%
SENP8 inh – SENP8 protease inhibitors, primary screen, biochemical, luminescence | purified SENP8, Z-RLRGG-aminoluciferin cleavage | Sentrin-specific protease 8 (Homo sapiens), Q96LD8 | hit rate 1.2% among 330,000 | inhibition, % at 10 µM
EBI2 antag – EBI2 receptor antagonists, beta-arrestin recruitment, primary screen, cell-based, luminescence, 7a,25-OHC stimulation, uHTS; G-protein coupled receptor 183 (Homo sapiens), P32249; 7a,25-OHC stimulated; inhibition, % at 5 µM; hit rate 0.81% among 360,000; in the data active means inhibition above about 38%;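 further: enzyme fragment complementation signal reports receptor beta-arrestin coupling in cells; 0% = agonist plus DMSO wells and 100% = wells without agonist; some results beyond the cut were filed as inactive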
Target sequence (P32249 whole entry, looked up, the tested form may be a part): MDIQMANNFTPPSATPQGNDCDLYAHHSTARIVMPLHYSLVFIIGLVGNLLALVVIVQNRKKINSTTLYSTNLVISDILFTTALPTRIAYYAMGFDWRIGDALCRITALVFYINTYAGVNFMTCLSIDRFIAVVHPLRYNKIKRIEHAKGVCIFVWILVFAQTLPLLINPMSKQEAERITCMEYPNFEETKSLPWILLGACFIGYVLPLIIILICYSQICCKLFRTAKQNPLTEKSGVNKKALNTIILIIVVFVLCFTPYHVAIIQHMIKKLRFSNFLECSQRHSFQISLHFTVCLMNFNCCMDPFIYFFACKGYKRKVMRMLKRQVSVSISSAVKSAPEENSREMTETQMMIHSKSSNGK
CCR6 antagonist – CCR6 receptor antagonists, primary screen, cell-based, CHO-K1, luminescence, beta-arrestin, uHTS. C-C chemokine receptor type 6 (Homo sapiens), P51684. inhibition, % at 20 µM. CHO-K1 CCR6 PathHunter beta-arrestin, CCL20-stimulated. hit rate 0.49% among 340,000. AID 493098, 2011;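 active means compounds whose inhibition of the agonist-driven luminescence signal at 20 µM reaches about 50%, limit read from the data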;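 further: cells stimulated with CCL20 at 14 nM final; plate controls were DMSO with CCL20 for no effect and DMSO without agonist for full effect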
Target sequence (P51684 whole entry, looked up): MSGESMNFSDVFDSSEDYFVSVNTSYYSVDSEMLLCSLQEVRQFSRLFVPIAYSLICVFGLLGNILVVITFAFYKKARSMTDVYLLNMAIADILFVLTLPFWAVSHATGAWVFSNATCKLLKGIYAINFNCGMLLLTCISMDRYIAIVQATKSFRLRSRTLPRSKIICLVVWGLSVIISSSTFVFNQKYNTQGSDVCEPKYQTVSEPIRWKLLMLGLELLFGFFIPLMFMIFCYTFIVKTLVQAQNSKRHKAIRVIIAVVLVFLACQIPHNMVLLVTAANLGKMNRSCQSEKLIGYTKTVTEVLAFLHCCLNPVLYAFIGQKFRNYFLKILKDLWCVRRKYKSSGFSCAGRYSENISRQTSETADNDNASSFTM
UBC13 inh – UBC13 polyubiquitin chain formation inhibitors, primary screen, biochemical, TR-FRET, uHTS; hit rate 0.47% among 330,000; Ubiquitin-conjugating enzyme E2 N (Homo sapiens), P61088; inhibition, % at 20 µM; in the data active means inhibition above about 45%, passing the limit was not always enough
Target sequence (P61088 whole entry, looked up): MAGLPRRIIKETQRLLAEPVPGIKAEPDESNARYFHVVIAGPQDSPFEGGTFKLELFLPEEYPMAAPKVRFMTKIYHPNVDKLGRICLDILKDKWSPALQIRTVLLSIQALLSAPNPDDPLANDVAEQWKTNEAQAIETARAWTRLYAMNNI
Numbers without * were called inactive. Unless noted, no stated cut-off is given here; in the data, active means inhibition above about 50%; inactive means the rest. The list is partial (hit frequency here may not be typical).

SMILES	Jurkat NFkB inh	Gli-Sufu antag	Apaf1 inhib	697 NFkB inh	SENP8 inh	EBI2 antag	CCR6 antagonist	UBC13 inh
O=C(/C=C/c1c(F)cccc1Cl)NCc1ccc2c(c1)OCO2	9	0	-9	8	15	-7	12	2
S=c1[nH]nc(Cc2noc3ccccc23)n1-c1ccc(Cl)cc1	-2	-22	6	-11	-1	-28	2	-12
COC(=O)Cn1c(=NC(=O)CCS(=O)(=O)c2ccccc2)sc2c(OC)ccc(OC)c21	-3	14	5	0	2	11	11	31
CC(NC(=O)COC(=O)CSc1ccc(F)cc1)c1ccc(F)cc1 (stereo unspecified)	4	-13	6	2	0	-1	13	-2
CC1CCCC/C1=N\NS(=O)(=O)c1ccc(Br)cc1 (stereo unspecified)	-3	0	4	24	0	3	2	7
CC1CCCN(c2ccc(C(=O)NCCc3ccccc3)cn2)C1 (stereo unspecified)	-136	-70	-2	-168	-7	13	-4	14
O=C(/C=C/c1ccccc1)NCCOc1ccccc1	-33	-29	-6	-23	-3	10	23	-5
Cc1ccc(NS(=O)(=O)c2cccc(C(=O)NCCCN3CCOCC3)c2)cc1	-11	-4	4	-1	-9	8	6	-3
O=C(OCCOc1ccccc1)c1cccc(S(=O)(=O)N2CCOCC2)c1	-4	-15	5	4	-7	9	22	14
CCN1CCN(C(CNS(=O)(=O)c2ccc(OC)c(C)c2)c2cccnc2)CC1 (stereo unspecified)	15	3	-2	17	-4	6	10	2
O=C(CN(C(=O)CCC(=O)Nc1ccccn1)c1ccccc1F)NCc1ccc2c(c1)OCO2	-5	-8	6	6	-3	6	11	0
COc1cccc(/C=C/C(=O)OCC(=O)NCCNC(=O)COC(=O)/C=C/c2cccc(OC)c2)c1	-6	-2	6	7	-12	36	12	9
Cc1ccc(S(=O)(=O)N(C)C)cc1NC(=O)COC(=O)Cc1ccc(Br)cc1	0	2	-7	15	5	-11	12	7
O=C(OCC(=O)N1CCOCC1)c1ccc(N2CCOCC2)c([N+](=O)[O-])c1	-5	20	-25	1	2	-7	1	-1
CCOC(=O)c1[nH]c2ccc(OC)cc2c1NS(=O)(=O)c1ccc(Cl)s1	-3	4	9	-19	-12	7	3	-5
COC(=O)c1ccc(N2C(=O)CC(N3CCN(C(=O)c4ccco4)CC3)C2=O)cc1 (stereo unspecified)	-1	0	-7	12	-1	-13	-3	-4
COC(=O)C1C(O)=C(C=Nc2ccc(N)cc2)C(=O)CC1(C)C (stereo unspecified)	8	-2	6	-12	1	-9	3	-18
O=C(Nc1ccc2snnc2c1)Nc1cccc2ccccc12	-18	-3	3	18	-1	-1	21	0
CCN1C(=O)C(CC(=O)Nc2ccc(C)cc2C)Nc2cc(S(=O)(=O)N(C)C)ccc21 (stereo unspecified)	15	2	5	-8	-7	6	-12	-14
N#C/C(=C(/O)C(Cl)c1ccccc1)c1nc2ccccc2s1 (stereo unspecified)	-26	-30	2	-12	-4	15	11	-3
Cn1c(=O)[nH]c2c(nc(-c3ccc(Cl)cc3)n2C)c1=O	10	-2	0	-2	2	-6	-2	5
CN(C)C(=O)COc1ccc(Oc2ccccc2)cc1	7	-5	11	1	-15	-8	4	2
CC(/C=N/NC(=O)CSc1ccccn1)=C\c1ccc(C(C)C)cc1	9	-21	15	-62	3	8	-2	10
CCCCOc1ccc2c(c1)C(=O)c1cc(O)ccc1-2	-45	-43	12	-91	3	-6	2	5
CCC(=O)N(Cc1cc(=O)[nH]c2ccccc12)C1CCCCC1	-1	8	1	-34	12	-6	-15	-2
Cc1nc2sc(C)c(C)c2c(=O)[nH]1	-3	2	0	-17	-5	-19	8	10
Cc1c(NC(=O)COC(=O)c2ccc[nH]c2=O)c(=O)n(-c2ccccc2)n1C	14	3	-10	-46	-1	-14	-1	-1
CC1(C)OC(=O)C(=NNc2ccc(Br)cc2)C(=O)O1	-18	0	15	5	-4	4	26	-15
COC(=O)c1ccc(C(=O)OC)c(NC(=O)CN(c2ccccc2)S(=O)(=O)N(C)C)c1	-30	11	8	-16	3	12	24	-2
Cc1ccc(CCNC(=O)C2CCCN(S(=O)(=O)c3cccc4nsnc34)C2)cc1 (stereo unspecified)	-7	-7	3	1	-8	19	18	4

4 entries drawn at random from those above:
SMILES	Jurkat NFkB inh	Gli-Sufu antag	Apaf1 inhib	697 NFkB inh	SENP8 inh	EBI2 antag	CCR6 antagonist	UBC13 inh
CCC(=O)N(Cc1cc(=O)[nH]c2ccccc12)C1CCCCC1	-1	8	1	-34	12	-6	-15	-2
O=C(CN(C(=O)CCC(=O)Nc1ccccn1)c1ccccc1F)NCc1ccc2c(c1)OCO2	-5	-8	6	6	-3	6	11	0
CCCCOc1ccc2c(c1)C(=O)c1cc(O)ccc1-2	-45	-43	12	-91	3	-6	2	5
CC(NC(=O)COC(=O)CSc1ccc(F)cc1)c1ccc(F)cc1 (stereo unspecified)	4	-13	6	2	0	-1	13	-2

Next results:
SMILES	Jurkat NFkB inh	Gli-Sufu antag	Apaf1 inhib	697 NFkB inh	SENP8 inh	EBI2 antag	CCR6 antagonist	UBC13 inh
CCN(C[C@H]1N[C@@](CC)(C(=O)OC)[C@H]2C(=O)N(C)C(=O)[C@@H]12)C(C)=O	-7	-1	-2	2	4	-3	-2	2
Cc1ccc(C)c(S(=O)(=O)N2CCN(C(=O)CCC(=O)c3cc(C)sc3C)CC2)c1	-4	7	23	3	-1	78*	10	-1
Cc1nc(/N=C(\N)NC(=O)c2ccccc2)nc2ccccc12	-54	-23	-3	-39	6	-4	6	3
COC(=O)C(C)NC(=O)C1CCCN1C(=O)CNC(=O)OCc1ccccc1 (stereo unspecified)	2	-34	-3	-4	7	4	2	-1
COc1ccc(C(=O)C(CN2CCCC2)c2ccccc2)cc1 (stereo unspecified)	11	18	17	-67	-4	-29	10	-5
Cc1ccc(/C=N/NC(=O)CSc2nc3ccccc3n2Cc2ccccc2)o1	2	2	18	12	2	21	0	15
COc1ccc(OC)c(NC(=S)N(CCc2c(C)[nH]c3ccccc23)Cc2cccs2)c1	-10	0	-1	3	-6	20	12	-1
CNC(=O)c1cc(S(=O)(=O)NCc2ccncc2)ccc1OC	14	7	-3	-30	-2	0	-7	8
COc1ccccc1CCNCc1ccc(OC)c(OCc2ccccc2)c1	20	25	-6	-8	-17	0	-6	5
O=C(NCc1ccoc1)c1ccc(NC(=O)c2ccccc2Cl)cc1	-6	0	1	2	1	4	8	-10
CCCn1c(=O)c2ccccc2n2c(SCCOc3ccc(OC)cc3)nnc12	1	28	14	-23	-11	13	20	2
CC(=O)c1c[nH]c2ccc(C)cc2c1=O	6	-17	-1	-16	7	-4	6	-3
COc1ccc(OCCn2ccnc2)cc1	2	-3	-11	4	3	6	-5	3
COc1cc(/C=C2/C(=O)N(c3cccc(Br)c3)N=C2C)cc(OC)c1O	5	-3	82*	18	2	28	72*	-90
COc1cc(/C=N/NC(=O)c2ccccc2NS(=O)(=O)c2cccs2)ccc1O	1	-20	-7	2	0	3	13	4
CC1(C)CC(=O)C(N=Nc2cccnc2)=C(O)C1	-1	-3	-18	26	2	1	21	-3
CC(=O)O[C@]1(C(C)=O)CC[C@H]2[C@@H]3C=C(C)C4=CC(=O)CC[C@@H]4[C@H]3CC[C@@]21C	0	3	3	8	1	5	-5	-1
COc1ccc(NC(=O)Nc2ccon2)cc1OC	3	2	-8	4	0	4	-3	2
COc1ccc(-c2c(=O)n(OCc3ccccn3)c3ccccc3[n+]2[O-])cc1OC	-18	36	4	3	-16	-6	-1	-58
O=C(CN1CCN(C(=O)c2ccco2)CC1)Nc1ccc(Br)cc1	-3	1	19	10	0	-3	10	6

Sorted by value in EBI2 antag (descending): 3 from the list above.
canonical_smiles	Jurkat NFkB inh	697 NFkB inh	EBI2 antag	CCR6 antagonist	UBC13 inh
CC(=O)O[C@]1(C(C)=O)CC[C@H]2[C@@H]3C=C(C)C4=CC(=O)CC[C@@H]4[C@H]3CC[C@@]21C	0	8	5	-5	-1
CC1(C)CC(=O)C(N=Nc2cccnc2)=C(O)C1	-1	26	1	21	-3
COc1ccc(-c2c(=O)n(OCc3ccccn3)c3ccccc3[n+]2[O-])cc1OC	-18	3	-6	-1	-58

Remaining list, next part.
SMILES	Jurkat NFkB inh	Gli-Sufu antag	Apaf1 inhib	697 NFkB inh	SENP8 inh	EBI2 antag	CCR6 antagonist	UBC13 inh
CCSc1nnc(NC(=O)c2ccccc2C)s1	-43	-54	-1	-76	36	2	0	6
O=C(CC1C(=O)N(c2ccccc2)C(=S)N1c1ccccc1)c1ccc(Br)cc1 (stereo unspecified)	-48	3	21	-42	-1	7	8	-22
NS(=O)(=O)OCC1CCCCC1	17	-2	4	8	1	-13	-15	-12
CC(C)(O)C#Cc1ccc(CN2CCN(C3CCCCC3)C(CCO)C2)s1 (stereo unspecified)	-10	22	-8	-4	8	4	16	2
Cc1ccc(C)c(NC(=O)CN(C)C(=O)COc2ccc3ccccc3c2)c1	1	-3	6	1	-19	27	-2	-14
O=c1cc(CN2CCN(Cc3ccccc3)CC2)c2ccc(O)cc2o1	-1	-8	2	8	0	8	12	17
COC(=O)c1ccc(CN2CCCC(C(=O)c3cc(F)ccc3OC)C2)cc1 (stereo unspecified)	-4	10	6	-5	10	5	6	10
COc1cc(NC(=S)N2CCN(C(c3ccccc3)c3ccccc3)CC2)cc(OC)c1	2	21	6	-5	-1	13	16	-5
CC1CCCC(C)N1/N=C/c1ccc([N+](=O)[O-])cc1 (stereo unspecified)	-44	-25	11	-29	-6	-5	15	-9
COC(=O)C1=C(CS(=O)(=O)c2ccc(OC)cc2)NC(=O)NC1c1ccccc1 (stereo unspecified)	-3	-10	-11	2	0	-3	13	1
COc1ccc(CCNC(=O)Cn2c(=O)n(-c3ccc(C)c(F)c3)c(=O)c3sccc32)cc1OC	5	10	-13	28	-6	-3	-8	49*
O=C(CCNC(=O)c1ccc([N+](=O)[O-])cc1)NCc1ccco1	8	-15	-2	7	-7	2	3	-9
CC(OC(=O)Nc1cccc(Cl)c1)C(=O)O (stereo unspecified)	-4	11	-3	13	0	-7	-2	8
CCN(Cc1cnn(C)c1)C(=O)c1ccc(OC2CCN(S(=O)(=O)N(C)C)CC2)cc1	-2	6	5	-19	-3	-13	-12	-5
C=CCNC(=O)COc1ccc(N(C)S(=O)(=O)c2ccc(NC(C)=O)cc2)cc1	-5	0	-12	6	-15	-3	0	-14
COc1ccc(-c2sc3ccccc3c2-c2ccc(OCCN3CCCCC3)cc2)cc1	6	6	55*	-1	7	-7	21	72*
COc1ccc(CNC(=O)Cn2c(=O)oc3cc(S(=O)(=O)N4CCCC4)ccc32)cc1	7	-10	-5	20	8	-12	10	1
CC(C)CCn1nc(C(=O)Nc2nc3c(s2)CCCC3)c2ccccc2c1=O	13	43	4	-27	-6	33	11	0
Cc1ccc(C)c(N(CC(=O)NCc2ccco2)C(=O)CNS(=O)(=O)c2ccccc2)c1	-9	-7	11	7	-14	-6	4	-4
COCC1CCCN(C(=O)c2cc(COc3ccc4ncccc4c3)on2)C1 (stereo unspecified)	47	56*	-1	16	2	-19	7	2
COc1ccc(OC)c(-c2csc(NC(=O)Cc3cccs3)n2)c1	1	-4	-3	12	1	13	-4	12
NNc1ncnc2scc(-c3ccc(Cl)cc3)c12	-4	1	-3	-5	2	3	6	-1
COc1ccc(S(=O)(=O)N2CCOCC2)cc1NC(=O)CSc1n[nH]c(=O)n1C1CC1	-4	-3	-2	10	2	-8	-5	6
COc1ccccc1NC(=O)c1ccc(NC(=O)COC(=O)C2(C)CC2(Cl)Cl)cc1 (stereo unspecified)	-22	-1	-1	-3	6	-1	5	2
Clc1ccc(OCc2cc(-c3ccccc3)no2)cc1Cl	-30	-33	10	-12	-20	11	7	-3

Screening results as filed in PubChem.
